From PubChem BioAssay
NCOA2 inhibitor – inhibition of GAL4-SRC2 driven luciferase reporter, primary screen, SRC2 inhibitor project, cell-based, luminescence | actives 0.17% (n = 370,000) | Nuclear receptor coactivator 2 (Homo sapiens), Q15596 | inhibition, % at 9 µM | AID 651957, 2012 | HEK293 GAL4-SRC2 luciferase reporter;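 active = inhibition above the mean inhibition of all tested compounds plus 3 SD, set per campaign, cut at about 52% in these data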;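 note: 0% = DMSO treated cells and 100% = cells given Gossypol at 36 µM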
ABCB6 inh MLPCN – ABCB6 transporter inhibitors, primary screen, K562-ABCB6 cells, flow cytometry, MLPCN library; K562-ABCB6 porphyrin accumulation, 1 h; hits give low values; ATP-binding cassette sub-family B member 6 (Homo sapiens), Q9NP58; actives 0.19% (n = 360,000); fluorescence ratio to DMSO, % at 10 µM;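 active = fluorescence ratio to DMSO below 75%, the collection mean minus 3 SD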;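 note: signal is porphyrin accumulated inside mitochondria; 100% equals median channel fluorescence of DMSO control wells; lower ratio means ABCB6 inhibition with less porphyrin fluorescence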
H9c2 protect – cardioprotection against H2O2-induced cell death, primary screen, uHTS, H9c2 cells, ATPLite luminescence. H9c2 cardiomyocytes, H2O2 injury protection, 2 h. protection from H2O2 cell death, % at 20 µM. actives 0.63% (n = 360,000);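 active = compounds giving at least 50% protection of heart cells from peroxide-induced death in the single-dose screen, raw or plate-pattern-corrected value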;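 note: 0% = DMSO wells with peroxide and 100% = DMSO wells without peroxide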
HTR2A ag – mouse Htr2a agonists via beta-arrestin recruitment, primary screen, cell-based, luminescence; 5-hydroxytryptamine receptor 2A (Mus musculus), P35363; CHO-K1 mHTR2A beta-arrestin complementation; percent of 30 µM serotonin response; activation, % at 7.6 µM; actives 0.66% (n = 360,000); AID 624169, 2012;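 active = activation above a run cutoff, the mean activation of all tested compounds plus 3 SD, cut at about 14% in these data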;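 note: 0% = plate median of compound wells and 100% = 30 µM serotonin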
Target sequence (P35363 whole entry, looked up): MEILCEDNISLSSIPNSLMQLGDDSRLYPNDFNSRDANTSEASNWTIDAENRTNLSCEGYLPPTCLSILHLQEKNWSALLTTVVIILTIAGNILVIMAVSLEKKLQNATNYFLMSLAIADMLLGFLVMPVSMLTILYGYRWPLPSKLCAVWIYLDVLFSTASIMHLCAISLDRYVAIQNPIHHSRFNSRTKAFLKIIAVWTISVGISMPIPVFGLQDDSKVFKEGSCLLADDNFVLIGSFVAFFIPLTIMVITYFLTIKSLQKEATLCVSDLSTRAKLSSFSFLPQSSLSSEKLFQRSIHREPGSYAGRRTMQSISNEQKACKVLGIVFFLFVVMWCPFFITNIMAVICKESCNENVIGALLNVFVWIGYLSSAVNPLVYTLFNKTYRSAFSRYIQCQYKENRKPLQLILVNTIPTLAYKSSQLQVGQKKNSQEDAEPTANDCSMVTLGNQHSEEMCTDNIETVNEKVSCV
ABHD5-PLIN5 inh – ABHD5-PLIN5 interaction inhibitors, primary screen, cell lysate, split luciferase complementation, luminescence; actives 0.78% (n = 360,000); Perilipin-5 (Homo sapiens) + 1-acylglycerol-3-phosphate O-acyltransferase ABHD5 (Homo …; Split G. princeps luciferase complementation, 4 h; inhibition, % at 4 µM;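 active = inhibition above the mean inhibition across every tested compound plus 3 SD, cut at about 22% in these data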;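 note: 0% = DMSO only wells and the 100% control is not disclosed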
MC4R ag barr – MC4R agonists recruiting beta-arrestin, primary screen, cell-based, luminescence, agonist arm of biased-ligand search; AID 540308, 2011; Melanocortin receptor 4 (Homo sapiens), P32245; actives 0.98% (n = 360,000); U2OS MC4R beta-arrestin complementation; percent of melanotan II response, DMSO zero; activation, % at 8.9 µM;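 active = activation above a per-plate cutoff, the mean activation of sample wells on that plate plus 3 SD, cut at about 8% in these data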
TLR9-MyD88 block – inhibitors of TLR9-MyD88 association in cells, primary screen, cell-based, CHO, BLA complementation, fluorescence; Toll-like receptor 9 (Homo sapiens) + Myeloid differentiation primary response protein …; CCF4 FRET ratio; inhibition, % at 4.98 µM; actives 0.21% (n = 340,000); AID 504734, 2011;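 active = inhibition above the mean over all tested compounds plus 3 SD, cut at about 21% in these data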;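 note: 0% = DMSO only wells and 100% = clavulanate BLA inhibitor control wells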
NOD2 RIPK2 PPI – NOD2-RIPK2 binding disruptors in cells, primary screen, fluorescence, CHO cells, BLA complementation; AID 624267, 2012; inhibition, % at 4.98 µM; actives 0.38% (n = 360,000); CCF4 ratio; Receptor-interacting serine/threonine-protein kinase 2 (Homo sapiens), O43353; in the data active = inhibition above about 21%;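 note: 0% = vehicle only and 100% = reference blocker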
Glyco luc inh – increase of ERlucT glycosylation luciferase signal, primary screen, N-linked glycosylation inhibitor project, D54 ERlucT cells, luminescence, set 2. D54 ERlucT glycosylation luciferase reporter, 24 h; percent of 100 nM tunicamycin response. reporter increase, % at 12.5 µM. actives 0.23% (n = 360,000);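 active = mean luciferase reporter signal, scaled so untreated is 0 and the glycosylation-blocking control 100, at or above a set limit in every replicate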;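 note: luciferase carries N-glycosylation sites so blocking glycosylation raises the light; 0% = median of neutral control wells and 100% = median of 100 nM tunicamycin wells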
MC4R antagonist – MC4R antagonists of cAMP signaling, primary screen, cell-based, TR-FRET, antagonist arm of biased-ligand search | Melanocortin receptor 4 (Homo sapiens), P32245 | actives 0.48% (n = 360,000) | MC4R-expressing cells, MTII-stimulated cAMP, LANCE TR-FRET | inhibition, % at 6.5 µM;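 active = inhibition above its plate's cutoff, the mean of tested wells on that plate plus 3 SD, cut at about 29% in these data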;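 note: 0% = Melanotan II alone and 100% = Melanotan II plus saturating MCL0020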
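material = U2OS cells stably expressing human melanocortin 4 receptor (MC4R) | also added = Melanotan II challenge | dosing = single nominal compound dose of 6.5 µM | detection = TR-FRET with Eu-cAMP and labeled anti-cAMP, 671 nm | replication = singlicate | timing = compound 30 min, challenge 1 h, detection 1 h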
* marks the source's active call; other numbers are inactive results; · = not tested or not shown. Only part of the results is shown, so the mix of outcomes need not match the whole.

SMILES	NCOA2 inhibitor	ABCB6 inh MLPCN	H9c2 protect	HTR2A ag	ABHD5-PLIN5 inh	MC4R ag barr	TLR9-MyD88 block	NOD2 RIPK2 PPI	Glyco luc inh	MC4R antagonist
CC(NC(=O)C(C)N1C(=O)c2cccc([N+](=O)[O-])c2C1=O)c1ccccc1 (centres undefined)	-1	110	0	3	1	-0.8	0	-11	2	17
CCNC(=O)C1(C)CCCN1C(=O)c1ccc(C#N)cc1 (centres undefined)	11	99	2	-5	3	1.4	·	-19	0	9
COCc1c(C(=O)N/N=C\c2cccnc2)nnn1-c1nonc1N	-17	103	-1	6	0	1.0	-2	1	0	9
COc1ccc(-c2nn(-c3ccccc3)cc2/C=C2/SC(=S)N(CCCC(=O)O)C2=O)c(C)c1	3	96	-9	4	-6	-0.4	-7	2	1	17
O=C(O)CN(c1ccccc1)C1SC(=O)NC1=O (centres undefined)	-4	97	6	4	-7	0.2	-10	2	0	-7
O=C(NCc1ccc2c(c1)OCO2)C(=O)NCC1OCCN1S(=O)(=O)c1ccc(Br)cc1 (centres undefined)	5	98	0	-2	-4	0.2	-2	3	-2	14
O=C(NCc1ccccc1)C(c1ccc(-c2ccccc2)cc1)n1c(=O)c(-c2cc3ccccc3[nH]2)nc2ccccc21 (centres undefined)	-24	·	·	-3	-8	·	·	23*	·	·
CC(=NO)C1CCC2C3CCC4CC(=NO)CCC4(C)C3C(C)(O)CC12C (centres undefined)	11	89	60*	5	2	0.7	5	-2	-4	23
Cc1ccc(-n2c(-c3ccccc3)c[nH]c2=S)cc1	1	93	-12	5	-12	-1.3	-2	3	-2	10
CC(Oc1ccc(Cl)cc1Cl)C(=O)Nc1ccc(N2CCN(C)CC2)cc1 (centres undefined)	23	98	5	-3	4	-1.4	-2	1	-2	1
CC1=C(C#N)C(c2cn(-c3ccccc3)nc2-c2cccs2)C(C#N)=C(C)N1	0	97	14	-2	1	1.5	5	0	-3	1
O=C(c1cc2cc(F)ccc2[nH]1)N1CCN(C(=O)c2ccco2)CC1	3	107	2	-3	2	-3.4	-10	3	0	16
N#C/C(=C\c1c(N2CCN(c3ccccc3)CC2)nc2ccccn2c1=O)S(=O)(=O)c1ccccc1	-24	95	6	-1	-3	-2.5	4	2	1	8
Cc1cc(NC(=O)C2C3C(=O)N(CC4CCCO4)C(C(=O)NC(C)(C)C)C34C=CC2(C)O4)no1 (centres undefined)	-27	98	-3	12	2	-1.0	1	5	-1	16
c1cc(-c2cc3nc(NC4CCCCC4)ccn3n2)ccc1OCCN1CCOCC1	-9	97	10	-9	1	-1.6	·	2	-3	14
CCn1cnc2sc(C(=O)Nc3ccc4c(c3)OCO4)c(C)c2c1=O	-22	95	4	4	1	-1.3	-2	4	-2	2
COc1ccc2oc(-c3ccc(NC(=O)c4ccc(N5CCOCC5)c([N+](=O)[O-])c4)cc3)nc2c1	-6	60*	-9	0	-5	0.5	7	6	-6	5
CCCN(CCC)c1nc(-c2ccccn2)nc2ccccc12	8	93	8	-17	4	-3.8	3	1	12	18
Cc1cc(NC(=O)CSc2nc(CC(C)(C)C)nc3c2c(=O)n(C)c(=O)n3C)no1	-15	104	19	0	0	0.8	-5	0	2	18
O=C1CC(C(=O)N2CCN(c3ccccc3)CC2)CN1Cc1ccccc1 (centres undefined)	-5	93	-4	3	-10	-2.3	-5	-2	-2	12
COc1cccc(N(CC(=O)NC(C)c2ccccc2)S(C)(=O)=O)c1 (centres undefined)	-9	93	0	0	-10	-1.5	-4	12	0	6
COc1cc(C(=S)N2CCOCC2)ccc1OC(=O)c1ccccc1	-35	96	0	2	1	-0.5	-6	-8	2	10

Quoted at random: five compounds from above
SMILES	NCOA2 inhibitor	ABCB6 inh MLPCN	H9c2 protect	HTR2A ag	ABHD5-PLIN5 inh	MC4R ag barr	TLR9-MyD88 block	NOD2 RIPK2 PPI	Glyco luc inh	MC4R antagonist
Cc1cc(NC(=O)CSc2nc(CC(C)(C)C)nc3c2c(=O)n(C)c(=O)n3C)no1	-15	104	19	0	0	0.8	-5	0	2	18
CC(Oc1ccc(Cl)cc1Cl)C(=O)Nc1ccc(N2CCN(C)CC2)cc1 (centres undefined)	23	98	5	-3	4	-1.4	-2	1	-2	1
Cc1ccc(-n2c(-c3ccccc3)c[nH]c2=S)cc1	1	93	-12	5	-12	-1.3	-2	3	-2	10
COc1ccc(-c2nn(-c3ccccc3)cc2/C=C2/SC(=S)N(CCCC(=O)O)C2=O)c(C)c1	3	96	-9	4	-6	-0.4	-7	2	1	17
CC(NC(=O)C(C)N1C(=O)c2cccc([N+](=O)[O-])c2C1=O)c1ccccc1 (centres undefined)	-1	110	0	3	1	-0.8	0	-11	2	17

Entries listed above marked active in ABCB6 inh MLPCN:
Structure	NCOA2 inhibitor	ABCB6 inh MLPCN	HTR2A ag	ABHD5-PLIN5 inh	MC4R ag barr	TLR9-MyD88 block	NOD2 RIPK2 PPI	Glyco luc inh	MC4R antagonist
COc1ccc2oc(-c3ccc(NC(=O)c4ccc(N5CCOCC5)c([N+](=O)[O-])c4)cc3)nc2c1	-6	60*	0	-5	0.5	7	6	-6	5

Sorted by the number under HTR2A ag (low to high): three from the list above.
mol,NCOA2 inhibitor,ABCB6 inh MLPCN,HTR2A ag,ABHD5-PLIN5 inh,MC4R ag barr,TLR9-MyD88 block,NOD2 RIPK2 PPI,Glyco luc inh,MC4R antagonist
CCCN(CCC)c1nc(-c2ccccn2)nc2ccccc12,8,93,-17,4,-3.8,3,1,12,18
CC(Oc1ccc(Cl)cc1Cl)C(=O)Nc1ccc(N2CCN(C)CC2)cc1 (centres undefined),23,98,-3,4,-1.4,-2,1,-2,1
O=C(O)CN(c1ccccc1)C1SC(=O)NC1=O (centres undefined),-4,97,4,-7,0.2,-10,2,0,-7
